# PMI act satM6P = PMI (human) activation, high substrate; coupled PMI enzyme assay, resazurin fluorescence, 20 min; hits give high values; 1 = untreated enzyme, 0 = substrate-free blank; AID 1216; P34949; hit rate 0.34% among 190,000; activation factor at 20 µM;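 active = activation factor of 2 or more at 20 µM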
# Target sequence (P34949 whole entry, looked up): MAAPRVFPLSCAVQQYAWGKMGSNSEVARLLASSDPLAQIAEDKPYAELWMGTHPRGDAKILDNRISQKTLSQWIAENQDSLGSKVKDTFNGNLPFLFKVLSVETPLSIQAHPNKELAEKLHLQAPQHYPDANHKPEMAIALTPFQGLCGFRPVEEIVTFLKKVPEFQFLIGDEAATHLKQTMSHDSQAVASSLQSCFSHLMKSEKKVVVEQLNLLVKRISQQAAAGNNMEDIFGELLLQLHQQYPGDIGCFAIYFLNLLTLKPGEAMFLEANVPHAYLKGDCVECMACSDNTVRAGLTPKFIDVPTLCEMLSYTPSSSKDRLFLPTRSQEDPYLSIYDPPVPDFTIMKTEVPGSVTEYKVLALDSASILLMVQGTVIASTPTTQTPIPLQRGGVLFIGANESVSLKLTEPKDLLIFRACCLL
#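 Material: human phosphomannose isomerase with PGI, G6PDH, diaphorase coupling enzymes. Quantity: 15 ng/mL PMI. Medium: HEPES pH 7.4 buffer with MgCl2 and Tween-20. Reagent: Near-saturating mannose-6-phosphate, 1.0 mM. Compound: 20 µM single dose. Times: enzyme reaction with compound 20 min at room temperature. Detection: resorufin fluorescence at Ex 544/Em 590 nm.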
# S1P3 antag = blocks the human S1P3 receptor. AID 485. inhibition, % at 4.98 µM. hit rate 0.27% among 170,000. CHO S1P3 NFAT-BLA reporter, FRET fluorescence, antagonist mode;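 active = inhibition above the plate cutoff, the mean inhibition of test wells on that plate plus 3 SD, cut at about 28% in these data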;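 also: cells challenged with S1P at its EC80 of 0.8 µM; blue over green emission ratio from cleaved BLA substrate after 4 h stimulation; 0% = S1P-stimulated wells and 100% = unstimulated DMSO-only wells; some compounds past the cut are filed as inactive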
# TNAP inh noacc = inhibitors of human TNAP without phosphate acceptor; hit rate 0.26% among 200,000; inhibition, % at 20 µM; purified TNAP, CDP-star luminescence, 30 min;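 active = tissue-nonspecific alkaline phosphatase inhibition above about 50% at 20 µM in the single-dose screen, limit read from the data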;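 also: 0% = DMSO negative control and 100% = EDTA positive control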
# Target sequence (P05186 whole entry, looked up): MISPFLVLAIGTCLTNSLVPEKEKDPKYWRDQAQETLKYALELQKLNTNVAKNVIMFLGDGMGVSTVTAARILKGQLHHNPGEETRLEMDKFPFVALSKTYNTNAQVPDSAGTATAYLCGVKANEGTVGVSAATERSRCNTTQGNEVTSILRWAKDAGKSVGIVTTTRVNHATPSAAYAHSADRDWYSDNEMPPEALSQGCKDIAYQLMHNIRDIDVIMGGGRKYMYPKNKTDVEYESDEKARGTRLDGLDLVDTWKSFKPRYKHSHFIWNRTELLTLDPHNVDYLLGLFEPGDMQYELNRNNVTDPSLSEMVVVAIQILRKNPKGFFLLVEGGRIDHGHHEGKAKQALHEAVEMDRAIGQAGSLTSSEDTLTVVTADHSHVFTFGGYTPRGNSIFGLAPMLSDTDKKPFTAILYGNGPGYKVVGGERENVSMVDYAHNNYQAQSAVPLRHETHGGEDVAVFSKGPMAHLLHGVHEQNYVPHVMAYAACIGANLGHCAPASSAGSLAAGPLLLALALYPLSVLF
# RAM network inh = inhibitors of the yeast RAM network. S. cerevisiae dse1pr::URA3 reporter, 5-FOA growth OD615, 2 d; analog-sensitive cbk1-as2 kinase mutant strain. inhibition, % at 50 µM. hit rate 1.8% among 190,000;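 active = inhibition above a set limit, 3 SD over mean compound inhibition, cut at about 8.4% in these data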;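 also: 0% = DMSO-only wells with no growth and 100% = 10 µM 1-NA-PP1 full growth; inhibition rescues growth on 5-FOA so higher OD means more RAM inhibition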
# Redox H2O2 prof = compounds producing H2O2 with reducing agent – biochemical, NIH compound library profiling, artefact control for MLSCN library redox annotation, primary screen; activation, % at 10 µM; AID 878; hit rate 0.03% among 200,000; DTT-dependent redox cycling H2O2, phenol red/HRP absorbance; 100% = 100 µM peroxide control, 0% = buffer;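 active = activation of at least 50% relative to the plate's high and low controls in the primary single-dose screen; inactive = activation below 50%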;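 also: compound incubated with DTT at 0.8 mM final as the reducing agent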
# PMI act = increases human mannose-6-phosphate isomerase activity; P34949; purified human PMI, coupled resazurin fluorescence, 20 min; hits give high values; 1 = vehicle control, 0 substrate-free wells; activation factor at 20 µM; hit rate 0.005% among 190,000; AID 1214;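 active = activation factor of 2 or more at 20 µM, relative to plate controls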
# Lmaj promast = inhibitors of Leishmania major promastigote growth; inhibition, % at 10 µM; hit rate 9% among 200,000; Leishmania major promastigotes, resazurin fluorescence viability; in the data active = inhibition above about 50%;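 also: promastigotes grown with compound for 44 hours at 28 °C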
# Hsp70 activator = Hsp70 transcriptional activation, primary screen; HeLa Hsp70 promoter luciferase reporter, luminescence; scaled: vehicle 0, proteasome-inhibitor control 100%; activation, % at 10 µM; hit rate 0.04% among 200,000; AID 1203;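 active = activation above the mean across all tested compounds plus 3 SD, cutoff set per campaign, cut at about 5.5% in these data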;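 also: 100% = MG132 at 30 µM as the positive control and 0% = DMSO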
# HMGR II inh = inhibitors of class II HMG-CoA reductase from Enterococcus faecalis; inhibition, % at 10 µM; purified E. faecalis HMGR, NADPH absorbance 340 nm kinetic; hit rate 0.41% among 190,000;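 active = inhibition above a set limit, the median over all tested compounds plus 3 SD, cut at about 9.5% in these data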;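 also: enzyme runs in reverse so mevalonate oxidation gives rising NADPH absorbance; 0% = complete reaction with DMSO and 100% = background rate lacking mevalonate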
# TNAP inh hiacc = TNAP (human) inhibition, high acceptor; purified TNAP, CDP-star luminescence, 1 M DEA; hit rate 0.03% among 200,000; P05186; inhibition, % at 20 µM;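 active = over 50% inhibition of tissue-nonspecific alkaline phosphatase at 20 µM in the single-dose screen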;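 also: plate controls were DMSO wells for no effect and EDTA-quenched wells as full inhibition for full effect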
# Numbers without * were called inactive; / = no result given.
SMILES,PMI act satM6P,S1P3 antag,TNAP inh noacc,RAM network inh,Redox H2O2 prof,PMI act,Lmaj promast,Hsp70 activator,HMGR II inh,TNAP inh hiacc
Cc1cc2nnc(SCC(=O)N3CCN(c4ccccc4)CC3)n2c(N)n1,1,/,-2.9,-0.3,0.8,1.1,-1.7,0.1,3.8,-3.8
CC(O)(C#CCN1CCCC1)c1ccccc1 (centres undefined),1.1,10.3,-10.4,4.3,-0.8,1,-1.8,-0.1,-2.2,-3.4
Cc1ccc(-c2noc(CN(C(=O)CCCN3C(=O)c4ccccc4C3=O)C(C)C)n2)cc1,/,-4.6,/,/,1.9,/,23.7,-0.1,/,/
CCN1CCN(CCNC(=O)c2cn(C(C)c3ccccc3F)nn2)CC1 (centres undefined),1,-25.6,-11.1,2.6,3.2,1,-3.0,-0.3,-5.2,-4.6
Cc1cc(C)nc(Nc2nc(=O)c3ccccc3s2)n1,1.1,13.4,-19.5,-0.1,0.1,1.1,6.3,0.0,1.1,-3.9
O=S(=O)(NCCc1csc(-c2ccccc2)n1)c1ccc2c(c1)OCCO2,0.9,5.5,-8.2,1.6,0.3,0.9,0.0,-0.1,5.2,-3.2
COc1cc(NS(=O)(=O)c2ccc(F)cc2)c(OC)cc1NC(C)=O,0.7,5.2,-8.0,1.3,2.2,0.9,-6.1,-0.4,-1.7,-2.4
Cc1ccc(/C=C/C(=O)Nn2cnnc2)cc1,1,/,-2.1,-0.4,0.0,1,33.0,0.2,0.2,-9.1
COc1ccc(-n2c(-c3ccc(Cl)cc3)c[n+]3c2CCc2ccccc2-3)cc1,0.9,-7.4,-11.8,0.9,0.0,0.9,100.2*,-0.3,-1.1,-2.1
O=C(Nc1ccccc1)c1cc2n(n1)C(C(F)(F)F)CC(C1CC1)N2 (centres undefined),1,-3.4,-15.8,5.3,-1.2,1,7.1,0.2,-3.1,-8.3

# Taken from the entries so far (nine entries):
SMILES,PMI act satM6P,S1P3 antag,TNAP inh noacc,RAM network inh,Redox H2O2 prof,PMI act,Lmaj promast,Hsp70 activator,HMGR II inh,TNAP inh hiacc
Cc1cc2nnc(SCC(=O)N3CCN(c4ccccc4)CC3)n2c(N)n1,1,/,-2.9,-0.3,0.8,1.1,-1.7,0.1,3.8,-3.8
CC(O)(C#CCN1CCCC1)c1ccccc1 (centres undefined),1.1,10.3,-10.4,4.3,-0.8,1,-1.8,-0.1,-2.2,-3.4
Cc1ccc(-c2noc(CN(C(=O)CCCN3C(=O)c4ccccc4C3=O)C(C)C)n2)cc1,/,-4.6,/,/,1.9,/,23.7,-0.1,/,/
CCN1CCN(CCNC(=O)c2cn(C(C)c3ccccc3F)nn2)CC1 (centres undefined),1,-25.6,-11.1,2.6,3.2,1,-3.0,-0.3,-5.2,-4.6
Cc1cc(C)nc(Nc2nc(=O)c3ccccc3s2)n1,1.1,13.4,-19.5,-0.1,0.1,1.1,6.3,0.0,1.1,-3.9
O=S(=O)(NCCc1csc(-c2ccccc2)n1)c1ccc2c(c1)OCCO2,0.9,5.5,-8.2,1.6,0.3,0.9,0.0,-0.1,5.2,-3.2
COc1cc(NS(=O)(=O)c2ccc(F)cc2)c(OC)cc1NC(C)=O,0.7,5.2,-8.0,1.3,2.2,0.9,-6.1,-0.4,-1.7,-2.4
Cc1ccc(/C=C/C(=O)Nn2cnnc2)cc1,1,/,-2.1,-0.4,0.0,1,33.0,0.2,0.2,-9.1
COc1ccc(-n2c(-c3ccc(Cl)cc3)c[n+]3c2CCc2ccccc2-3)cc1,0.9,-7.4,-11.8,0.9,0.0,0.9,100.2*,-0.3,-1.1,-2.1

# The list goes on.
SMILES,PMI act satM6P,S1P3 antag,TNAP inh noacc,RAM network inh,Redox H2O2 prof,PMI act,Lmaj promast,Hsp70 activator,HMGR II inh,TNAP inh hiacc
COc1ccc(C(CC(=O)NCc2ccco2)c2ccc(F)cc2)cc1 (centres undefined),1,/,-10.8,1.5,-5.1,1,9.2,-0.4,-2.9,-6.0
CCOC(=O)C1=NN(C(=O)c2ccccc2)C(O)(c2ccc(C)cc2)C1 (centres undefined),1,2.3,22.9,1.7,-0.7,1,-3.6,-0.2,2.3,8.7
Cc1ccc(C(=O)N/N=C2/NC(=O)CC(C(=O)Nc3ccccc3)S2)cc1 (centres undefined),1,-9.1,-75.7,3.5,-0.2,0.9,17.7,0.0,-2.0,0.6
Cc1cccc(CCNC(=O)C2CCCN(S(=O)(=O)c3cnc[nH]3)C2)c1 (centres undefined),1,-10.7,-4.6,0.3,-0.5,0.9,-3.3,-0.2,-6.7,-2.0
COc1cccc(NC(=O)CN(C)CC(=O)Nc2ccc(Br)cc2)c1,0.9,6.0,5.0,2.8,0.0,0.9,-8.8,-0.1,-2.7,3.7
O=C(c1ccco1)N1CCN(C(c2ccccc2F)c2nnnn2Cc2cccs2)CC1 (centres undefined),1,-4.4,-6.3,0.0,2.5,0.9,35.8,-0.6,3.0,0.6
O=S(=O)(c1ccc(Br)cc1)n1c(Cc2ccccc2)nc2ccccc21,1.1,2.0,-7.9,0.7,0.0,1.1,-1.9,-0.3,0.7,-4.9
CC(=O)N1NC(=Nc2ccccc2)SC1(C)C,0.7,9.6,-4.3,0.0,-0.5,0.8,1.8,-0.4,-1.2,-0.3
Cn1c(=O)c2c(nc(CN3CCN(C(c4ccccc4)c4ccccc4)CC3)n2CC(N)=O)n(C)c1=O,1.1,/,-10.6,0.8,0.3,1.1,9.3,0.1,0.1,-3.8
COc1cc(OC)cc(-c2nn[nH]n2)c1,1.1,11.2,-7.8,0.8,0.0,1.1,-1.1,-0.5,2.2,-3.4
CCC(C)NC(=O)CN1C(=O)C(CC)Sc2ccccc21 (centres undefined),1.1,-19.8,-4.6,0.0,-0.1,1.1,-9.7,-0.2,-4.2,-4.2
O=C(C1CC1)N1CCc2cc(Br)cc(S(=O)(=O)N3CCN(c4ccccn4)CC3)c21,0.8,/,-4.6,1.2,0.5,0.9,-11.2,-0.3,-2.7,-5.6
CCOC(=O)CCSc1nc(-c2ccc3c(c2)OCO3)cc(C(F)(F)F)c1C#N,1,/,-6.6,10.8*,0.6,1,-1.2,0.1,-2.5,-3.0
COc1cc(/C=C/C(=O)OCC(=O)Nc2cc(S(=O)(=O)N3CCCCC3)ccc2C)ccc1O,0.9,-23.2,3.1,5.6,-0.8,0.9,11.7,-0.4,0.1,-0.9
CC(=O)Oc1ccc(C(=O)[C@H]2[C@H]3C(=O)N(c4ccccc4)C(=O)[C@H]3[C@@H]3C=CC=NN32)cc1,1.8,0.8,-13.3,1.3,-0.4,1.5,-5.4,0.2,-4.0,1.1
CC/C(CC(C)(C)c1ccccc1)=N\O,0.9,-13.9,-9.2,0.4,-0.1,0.9,3.6,-0.7,-1.5,-3.6
CNC(=O)COC(=O)c1cc2c(s1)CCCC2,1,1.9,-10.8,0.0,-2.1,1.1,-3.2,0.3,-10.5,-4.8
CN(C)Cc1cc(CCNC(=O)c2ccc(Cl)cc2)ccc1O,1.2,-18.1,0.7,1.0,-0.5,1.1,-3.7,-0.5,-0.1,-9.1
O=C(Nc1ccccc1C(F)(F)F)c1c(F)cccc1Cl,0.9,-1.1,-4.9,1.2,-0.3,0.9,-2.9,0.7,1.7,-2.3
CCOC(=O)C1=C(NC(=O)c2ccc(Br)o2)Nc2ccccc2N=C1,1.1,3.7,-14.4,5.3,2.0,1,16.9,-0.1,-1.9,-0.4
COc1cc(NC(=O)c2cccc(Cl)c2)ccc1NC(=O)c1cccs1,1,-4.7,-5.2,9.3*,0.4,1,3.6,-0.1,-6.2,-4.8
CN(C(=O)COC(=O)c1cc(-c2ccccc2Cl)nc2ccccc12)C1CCS(=O)(=O)C1 (centres undefined),0.9,-4.7,-2.6,2.4,-0.7,0.8,1.1,-0.3,-3.3,-1.7
CCCOc1ccc(C2c3c(oc4cc(C)c(C)cc4c3=O)C(=O)N2CCCN2CCOCC2)cc1 (centres undefined),1,-9.2,-4.8,-0.3,-0.6,1,22.7,-0.4,1.7,2.5
CCOC(=O)C1CCN(C/C=C/c2ccccc2OC)CC1,1,9.7,-9.3,-1.4,3.0,0.9,77.7*,-0.5,-3.2,-0.5
O=C(Oc1cccc(O)c1)C1CCCCC1,0.9,-3.5,-0.3,-0.7,-1.5,0.9,-0.1,-0.4,-3.1,1.1
CCCCCn1c(=O)c2ccccc2n2c(CCl)nnc12,1,13.4,0.2,5.7,-1.9,1.2,87.2*,0.5,-3.5,-1.5
O=C(CSc1ccc2ccccc2c1)Nc1ccncc1,1,/,-3.9,-0.1,-1.8,1,12.1,-0.3,-6.5,-6.3
CC(=O)Nc1ccc(S(=O)(=O)N2CCSCC2)cc1,1.1,/,-18.3,-0.5,0.2,1,0.0,0.3,-1.0,-6.7
CCc1ccccc1NC(=S)N(CCN(C)C)C(C)c1cccnc1 (centres undefined),1.1,-24.6,-1.1,1.3,-1.0,1.1,2.1,0.1,-0.7,-4.7
O=C(c1cccs1)N1N=C(c2ccc(O)cc2)CC1c1ccccc1 (centres undefined),1,-3.6,-3.8,3.9,-0.4,1,64.4*,-0.3,0.7,-0.4
O=C(CSCc1c(F)cccc1Cl)NCc1ccco1,0.9,3.1,-11.0,0.0,1.4,0.8,-4.2,-0.3,-2.7,-3.5
CCc1nc(SCC(=O)Nc2nccs2)c2oc3ccccc3c2n1,1.1,12.2,-1.4,2.2,-0.1,1.1,2.1,-0.4,1.8,-2.0
C[n+]1ccc(/C=N/Nc2nc(Cl)c(C#N)c(Cl)c2Cl)cc1,/,-14.6,49.9,1.4,9.2,/,1.1,-0.3,-6.7,48.7
Cn1c(=O)[nH]c(=O)c2c1nc(N1CCCCC1)n2CCSc1nc2ccccc2o1,0.9,12.4,-5.0,2.4,0.4,0.9,2.6,-0.2,-11.7,-8.1
O=C(O)CCC(=O)Nc1ccc(NC(=O)c2ccc(Cl)cc2Cl)c(Cl)c1,/,-11.6,-11.2,6.2,-0.8,/,-5.0,-0.3,6.8,-4.0
CCNCc1cc(Cl)c(OCc2ccccc2)c(OCC)c1,1.1,10.2,-15.0,0.9,0.4,1.1,99.6*,0.0,-2.4,-3.4
CCn1cc(C(=O)NCc2ccccn2)c(=O)c2cc(F)c(N3CCN(C)CC3)cc21,1,/,-12.3,0.9,/,0.9,/,/,0.2,-4.8
CC(=O)Nc1nc(C)c(C(C)=O)s1,1,/,-19.1,0.3,-0.2,1,-0.5,0.1,0.8,2.0
O=C(CC1=NCCNC(c2ccccc2)C1)c1ccccc1O (centres undefined),1,-19.0,-8.7,0.7,2.1,1,22.5,0.0,1.0,-4.8
CN1C(=O)CSc2ccc(C(=O)O)cc21,1,9.7,-6.7,-0.1,-0.8,1.1,-3.9,0.0,0.0,-0.6
Cc1cc(C)n(-c2nc3ccccc3nc2N2CCCC2)n1,0.9,/,-5.7,1.1,-1.2,0.9,-1.0,-0.1,-1.1,0.5

# Source: PubChem
